FID counter: fluorescent intercalator displacement, NS3 helicase counter-screen; DNA fluorescent intercalator displacement, fluorescence; inhibition, % at 7.9 µM; hit rate 0.17% among 290,000; AID 1845; in the data active = inhibition above about 37%;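 note: 0% = vehicle and 100% = reference compound; higher means more ethidium bromide displaced from hairpin DNA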
NS3 helicase inh: blocks Hepatitis C virus NS3 helicase unwinding. NS3 helicase DNA unwinding, Cy5 molecular beacon fluorescence. hit rate 0.56% among 290,000. inhibition, % at 10.9 µM;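 active = inhibition above the mean of all tested compounds plus 3 SD, set per campaign, cut at about 35% in these data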;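 note: 0% = DMSO wells and 100% = thioflavine S control wells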
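Assay system – hepatitis C virus NS3 helicase domain fragment enzyme · Buffer or medium – MOPS pH 6.5, MgCl2, DTT, Tween20, BSA · Reagent – Cy5/quencher beacon DNA duplex and ATP to start · Compound – single 10.9 µM dose · Timing – 1 h at 25 °C · Technique – Cy5 beacon fluorescence read at start and 1 h · Measure – % inhibition of unwinding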
SUMO HTRF inh: SUMOylation inhibition. P63279. HTRF SUMOylation assay, SAE1/SAE2 + UBC9, in vitro. AID 2006. hit rate 0.36% among 290,000. inhibition, % at 35 µM; in the data active = inhibition above about 50%, passing the limit was not always enough; note: strong numbers were not always called active
PHOSPHO1 inh: inhibitors of human PHOSPHO1 phosphatase; recombinant PHOSPHO1, absorbance phosphatase assay; hit rate 1.1% among 290,000; AID 1565; inhibition, % at 13.3 µM; Q8TCT1; in the data active = inhibition above about 60%
p-CIP stab down: lowers stability of the mouse p/CIP coactivator protein; F442A p/CIP-EGFP cells, EGFP fluorescence, 16 h; hit rate 0.01% among 290,000; decrease of EGFP signal, % at 10 µM; AID 1984;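 active = EGFP signal decrease of at least 30% at 10 µM or well 3 SD below plate mean, unless failing retest; inactive = the rest, including hits failing retest or dose response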; note: some compounds called inactive have numbers as strong as hits; many of its hits are not listed in these tables
VIM-2 inhibitor: blocks Pseudomonas aeruginosa VIM-2 metallo-beta-lactamase | inhibition, % at 5.6 µM | purified VIM-2, nitrocefin hydrolysis, epi-absorbance fluorescence | hit rate 0.89% among 290,000;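 active = inhibition above the mean of all tested compounds plus 3 SD, cutoff set per screening run, cut at about 7.5% in these data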;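 note: red hydrolysis product quenches plate fluorescence so inhibitors raise well fluorescence; 0% = enzyme with DMSO and 100% = DMSO without enzyme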
IDE cell activ: IDE (human) activation, cell-based. HEK cells, FAbeta-B cleavage, fluorescence polarization; 0% vehicle, 100% cell-free pure enzyme wells. activation, % at 5.96 µM. hit rate 0.073% among 340,000;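 active = activation above the mean of all tested compounds plus 3 SD, set per screening campaign, cut at about 17% in these data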
Target sequence (P14735 whole entry, looked up): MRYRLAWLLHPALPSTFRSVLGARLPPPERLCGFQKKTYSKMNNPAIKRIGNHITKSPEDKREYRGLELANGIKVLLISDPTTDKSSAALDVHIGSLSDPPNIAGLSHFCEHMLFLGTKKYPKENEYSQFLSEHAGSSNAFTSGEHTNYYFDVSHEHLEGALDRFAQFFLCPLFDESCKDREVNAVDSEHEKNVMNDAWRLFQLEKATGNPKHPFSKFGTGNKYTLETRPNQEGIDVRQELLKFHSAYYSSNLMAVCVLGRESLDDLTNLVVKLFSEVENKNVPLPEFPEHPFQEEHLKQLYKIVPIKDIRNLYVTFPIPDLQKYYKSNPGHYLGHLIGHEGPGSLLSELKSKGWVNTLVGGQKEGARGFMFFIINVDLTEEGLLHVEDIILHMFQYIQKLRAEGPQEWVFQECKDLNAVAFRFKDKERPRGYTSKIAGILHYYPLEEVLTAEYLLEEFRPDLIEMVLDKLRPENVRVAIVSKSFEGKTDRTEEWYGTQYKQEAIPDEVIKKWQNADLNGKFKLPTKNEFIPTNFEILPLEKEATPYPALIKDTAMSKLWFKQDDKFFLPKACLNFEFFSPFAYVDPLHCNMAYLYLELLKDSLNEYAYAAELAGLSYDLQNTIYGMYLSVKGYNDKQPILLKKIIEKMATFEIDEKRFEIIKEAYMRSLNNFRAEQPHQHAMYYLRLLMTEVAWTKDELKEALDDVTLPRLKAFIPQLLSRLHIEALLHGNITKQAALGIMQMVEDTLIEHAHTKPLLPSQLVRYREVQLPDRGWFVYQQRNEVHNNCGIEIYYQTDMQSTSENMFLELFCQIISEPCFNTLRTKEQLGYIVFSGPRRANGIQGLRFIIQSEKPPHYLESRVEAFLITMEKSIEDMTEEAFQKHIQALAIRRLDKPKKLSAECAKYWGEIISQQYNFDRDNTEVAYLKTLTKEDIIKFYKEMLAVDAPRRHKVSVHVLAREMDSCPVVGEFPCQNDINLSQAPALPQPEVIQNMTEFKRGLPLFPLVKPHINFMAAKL
MEKK3 PB1 HTS: raises or lowers MEK5 binding to the human MEKK3 PB1 domain. Q99759. bead-based flow cytometry, Alexa488-MEK5 binding to MEKK3; actives lie on both sides; 0 = blocked by unlabeled MEK5, 100 = vehicle. binding response (% of control), % at 10 µM. hit rate 1.4% among 290,000;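 active = binding response more than 3 SD above or below the average of its plate-row segment, actives on both sides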;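 note: Alexa488 bead fluorescence after subtracting the streptavidin-only scavenger bead signal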
IMP-1 inh: blocks Pseudomonas aeruginosa IMP-1 metallo-beta-lactamase; purified IMP-1, nitrocefin hydrolysis, epi-absorbance fluorescence; hit rate 0.45% among 290,000; inhibition, % at 5.6 µM; AID 1556;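 active = inhibition above the mean plus 3 SD of all compounds in the same screening run, cut at about 4.5% in these data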;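 note: 0% = IMP-1 with DMSO and 100% = DMSO wells lacking enzyme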
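Material – recombinant IMP-1 enzyme, purified · Amount – IMP-1 0.2 nM before substrate addition · Medium – HEPES buffer pH 7.1 with ZnSO4 and Brij 35 · Timing – 25 °C, 15 min preincubation, 25 min reaction · Measured by – plate fluorescence quenching by hydrolysis product, ex 480/em 530 nm · Read-out – percent enzyme inhibition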
* = called active by the depositor. A portion of the library; count on the stated rates, not on these rows.

The opening 3 compounds (preview)
Results for O=C(Cc1ccccc1)NCC(=O)OCC(=O)c1cccc([N+](=O)[O-])c1 ?
FID counter: 1; NS3 helicase inh: 4; SUMO HTRF inh: 0; PHOSPHO1 inh: 6; p-CIP stab down: -6; VIM-2 inhibitor: 1.0; IDE cell activ: -3; MEKK3 PB1 HTS: 108; IMP-1 inh: 0.9

How did NC(=O)COC(=O)CN1C(=O)C2CCCCC2C1=O (configuration not stated) do in these assays?
FID counter: 2; NS3 helicase inh: -19; SUMO HTRF inh: 0; PHOSPHO1 inh: 3; p-CIP stab down: -5; VIM-2 inhibitor: 0.6; IDE cell activ: 0; MEKK3 PB1 HTS: 96; IMP-1 inh: -3.5

How did COc1ccc(/C(N)=N/OC(=O)CSc2ccccc2)cc1OC do in these assays?
FID counter: -16; NS3 helicase inh: 10; SUMO HTRF inh: 6; PHOSPHO1 inh: 1; p-CIP stab down: 2; VIM-2 inhibitor: -1.7; IDE cell activ: -1; MEKK3 PB1 HTS: 106; IMP-1 inh: -1.3

The listing, previewed entries included:
Results for O=C(Cc1ccccc1)NCC(=O)OCC(=O)c1cccc([N+](=O)[O-])c1 ?
FID counter: 1; NS3 helicase inh: 4; SUMO HTRF inh: 0; PHOSPHO1 inh: 6; p-CIP stab down: -6; VIM-2 inhibitor: 1.0; IDE cell activ: -3; MEKK3 PB1 HTS: 108; IMP-1 inh: 0.9

How did NC(=O)COC(=O)CN1C(=O)C2CCCCC2C1=O (configuration not stated) do in these assays?
FID counter: 2; NS3 helicase inh: -19; SUMO HTRF inh: 0; PHOSPHO1 inh: 3; p-CIP stab down: -5; VIM-2 inhibitor: 0.6; IDE cell activ: 0; MEKK3 PB1 HTS: 96; IMP-1 inh: -3.5

How did COc1ccc(/C(N)=N/OC(=O)CSc2ccccc2)cc1OC do in these assays?
FID counter: -16; NS3 helicase inh: 10; SUMO HTRF inh: 6; PHOSPHO1 inh: 1; p-CIP stab down: 2; VIM-2 inhibitor: -1.7; IDE cell activ: -1; MEKK3 PB1 HTS: 106; IMP-1 inh: -1.3

Results for CCN(CC)S(=O)(=O)c1ccc(NN=C2CCN(C(C)C)CC2)c([N+](=O)[O-])c1 ?
FID counter: 1; NS3 helicase inh: -9; SUMO HTRF inh: 7; PHOSPHO1 inh: 12; p-CIP stab down: 3; VIM-2 inhibitor: -1.4; IDE cell activ: -1; MEKK3 PB1 HTS: 81; IMP-1 inh: -3.0

Results for N#Cc1cc(O)c(-n2nnc3ccccc32)cc1C#N ?
FID counter: 9; NS3 helicase inh: 5; SUMO HTRF inh: 19; PHOSPHO1 inh: -6; p-CIP stab down: -4; VIM-2 inhibitor: -2.2; IDE cell activ: 3; MEKK3 PB1 HTS: 118; IMP-1 inh: 1.7

How did CCN1C(=O)c2cccc3c(NC(=O)c4cccc(N5C(=O)CCC5=O)c4)ccc1c23 do in these assays?
FID counter: -11; NS3 helicase inh: -6; SUMO HTRF inh: 15; PHOSPHO1 inh: 22; p-CIP stab down: -3; VIM-2 inhibitor: -2.9; IDE cell activ: -1; IMP-1 inh: -2.5

What do the screens show for `CCOC(=O)N1CCN(C(=O)c2ccc3c(=O)n(CCc4ccccc4)c(=S)[nH]c3c2)CC1`?
FID counter: -1; NS3 helicase inh: 1; SUMO HTRF inh: -18; PHOSPHO1 inh: -30; p-CIP stab down: 1; VIM-2 inhibitor: 0.0; IDE cell activ: 3; MEKK3 PB1 HTS: 104; IMP-1 inh: -2.9

What do the screens show for `CCC(=O)N1CCc2cc(Br)cc(S(=O)(=O)NCCN3CCCCC3C)c21` (configuration not stated)?
FID counter: 3; NS3 helicase inh: 2; SUMO HTRF inh: 28; PHOSPHO1 inh: -4; p-CIP stab down: -4; VIM-2 inhibitor: -2.1; IDE cell activ: 6; MEKK3 PB1 HTS: 100; IMP-1 inh: -2.4

Results for Cc1nc(SCC(=O)N2CC(=O)Nc3ccccc32)nc(C)c1C ?
FID counter: -12; NS3 helicase inh: -30; SUMO HTRF inh: 1; PHOSPHO1 inh: 16; p-CIP stab down: 10; VIM-2 inhibitor: -1.0; IDE cell activ: 1; MEKK3 PB1 HTS: 95; IMP-1 inh: 0.4

Results for CCn1cc(/C=C(\NC(=O)c2cc(OC)c(OC)c(OC)c2)C(=O)N2CCN(C)CC2)c2ccccc21 ?
FID counter: 32; NS3 helicase inh: -30; SUMO HTRF inh: 6; PHOSPHO1 inh: 50; p-CIP stab down: -15; VIM-2 inhibitor: -2.5; IDE cell activ: -1; MEKK3 PB1 HTS: 96; IMP-1 inh: -1.5

How did O=C(COc1ccc(S(=O)(=O)NCc2ccccc2)cc1Cl)N1CCOCC1 do in these assays?
FID counter: -9; NS3 helicase inh: 2; SUMO HTRF inh: 3; PHOSPHO1 inh: -17; p-CIP stab down: 0; VIM-2 inhibitor: -1.7; IDE cell activ: 0; MEKK3 PB1 HTS: 89; IMP-1 inh: -5.1

How did COc1cc(/C=C/C(=O)OCC(=O)NCCc2ccccc2)ccc1OC(F)F do in these assays?
FID counter: -32; NS3 helicase inh: -10; SUMO HTRF inh: 6; PHOSPHO1 inh: 24; p-CIP stab down: 5; VIM-2 inhibitor: -0.1; IDE cell activ: 6; MEKK3 PB1 HTS: 98; IMP-1 inh: -0.8

Results for Cc1nc2c(C#N)c(C)[nH]n2c(=O)c1Cc1ccccc1 ?
FID counter: -4; NS3 helicase inh: -7; SUMO HTRF inh: 38; PHOSPHO1 inh: 37; p-CIP stab down: -6; VIM-2 inhibitor: -1.7; IDE cell activ: 2; MEKK3 PB1 HTS: 99; IMP-1 inh: -1.6

What do the screens show for `CC(=O)OC(C)CS(=O)(=O)c1ccccc1` (configuration not stated)?
FID counter: 8; NS3 helicase inh: 3; SUMO HTRF inh: -8; PHOSPHO1 inh: -4; p-CIP stab down: 7; VIM-2 inhibitor: 1.3; IDE cell activ: 4; MEKK3 PB1 HTS: 106; IMP-1 inh: -0.8

How did CCOc1ccc2cc(C#N)c(SCC(=O)N3CCC(C)CC3)nc2c1 do in these assays?
FID counter: -6; NS3 helicase inh: 0; SUMO HTRF inh: -6; PHOSPHO1 inh: 11; p-CIP stab down: -6; VIM-2 inhibitor: -1.6; IDE cell activ: -1; MEKK3 PB1 HTS: 86; IMP-1 inh: 0.6

How did O=c1c(Cc2ccccc2O)c(O)nc2n1CCCS2 do in these assays?
FID counter: -1; NS3 helicase inh: 1; SUMO HTRF inh: 18; PHOSPHO1 inh: -6; p-CIP stab down: 0; VIM-2 inhibitor: 1.1; IDE cell activ: -4; MEKK3 PB1 HTS: 106; IMP-1 inh: -3.0

How did COC(=O)c1cc(C(=O)Nc2ccc(C)cn2)cc([N+](=O)[O-])c1 do in these assays?
FID counter: 6; NS3 helicase inh: 6; SUMO HTRF inh: 23; PHOSPHO1 inh: 28; p-CIP stab down: 6; VIM-2 inhibitor: 0.0; IDE cell activ: -2; MEKK3 PB1 HTS: 105; IMP-1 inh: -2.9

Results for CC1CCN(CC(=O)Nc2cccc([N+](=O)[O-])c2)CC1 ?
FID counter: 9; NS3 helicase inh: -6; SUMO HTRF inh: -11; PHOSPHO1 inh: -7; p-CIP stab down: 6; VIM-2 inhibitor: -2.1; IDE cell activ: 7; MEKK3 PB1 HTS: 105; IMP-1 inh: -2.3

What do the screens show for `CC(=O)N(C1=C(N)C(=O)c2ccccc2C1=O)c1ccccc1`?
FID counter: -2; NS3 helicase inh: -1; SUMO HTRF inh: -6; PHOSPHO1 inh: 16; p-CIP stab down: 0; VIM-2 inhibitor: -1.1; IDE cell activ: 4; MEKK3 PB1 HTS: 104; IMP-1 inh: -2.5

How did COCCCNC(=O)c1cn(CC(C)C)c(=O)c2c1c1ccccc1n2C do in these assays?
FID counter: -16; NS3 helicase inh: 9; SUMO HTRF inh: 8; PHOSPHO1 inh: 1; p-CIP stab down: 2; VIM-2 inhibitor: -2.3; IDE cell activ: -1; MEKK3 PB1 HTS: 110; IMP-1 inh: 0.3

How did Cc1ccc(O)c(CP(=O)(c2ccccc2)c2ccccc2)c1 do in these assays?
FID counter: -22; NS3 helicase inh: -10; SUMO HTRF inh: -2; PHOSPHO1 inh: -10; p-CIP stab down: -9; VIM-2 inhibitor: -0.8; IDE cell activ: 5; MEKK3 PB1 HTS: 104; IMP-1 inh: -0.1

What do the screens show for `Cc1cc(Cl)ccc1OC(C)C(=O)Nc1ccc(S(=O)(=O)N2CCOCC2)cc1` (configuration not stated)?
FID counter: -43; NS3 helicase inh: 26; SUMO HTRF inh: 12; PHOSPHO1 inh: 25; p-CIP stab down: -20; VIM-2 inhibitor: -0.7; IDE cell activ: 1; MEKK3 PB1 HTS: 107; IMP-1 inh: -1.6

How did COc1ccc(CCNC(=O)CCc2nnc(Cc3ccc4c(c3)OCO4)o2)c(OC)c1 do in these assays?
FID counter: -24; NS3 helicase inh: -15; SUMO HTRF inh: -15; PHOSPHO1 inh: 52; p-CIP stab down: 4; VIM-2 inhibitor: 0.9; IDE cell activ: -1; MEKK3 PB1 HTS: 100; IMP-1 inh: -0.3

How did Cc1oc2ccc(O)cc2c1C(=O)c1ccccc1 do in these assays?
FID counter: -5; NS3 helicase inh: -9; SUMO HTRF inh: -4; PHOSPHO1 inh: 30; p-CIP stab down: -2; VIM-2 inhibitor: -3.2; IDE cell activ: 4; MEKK3 PB1 HTS: 114; IMP-1 inh: -2.6

Results for CCC1(C)Cc2ccccc2-c2nc3n(c(=O)c21)CC(C(=O)O)S3 (configuration not stated) ?
FID counter: -33; NS3 helicase inh: 6; SUMO HTRF inh: 3; PHOSPHO1 inh: -10; p-CIP stab down: 1; VIM-2 inhibitor: -1.2; IDE cell activ: 1; MEKK3 PB1 HTS: 104; IMP-1 inh: 0.5

What do the screens show for `C=CCOC(=O)C1=C(C)N=C2SCCC(=O)N2C1c1ccc(OC(=O)c2ccco2)cc1` (configuration not stated)?
FID counter: -33; NS3 helicase inh: -2; SUMO HTRF inh: 25; PHOSPHO1 inh: 21; p-CIP stab down: -5; VIM-2 inhibitor: -6.6; IDE cell activ: 4; MEKK3 PB1 HTS: 100; IMP-1 inh: -3.3

How did Brc1ccc2nc(N3CCN(c4ccccc4)CC3)sc2c1 do in these assays?
FID counter: 0; NS3 helicase inh: -5; SUMO HTRF inh: 2; PHOSPHO1 inh: -23; p-CIP stab down: -5; VIM-2 inhibitor: -1.3; IDE cell activ: 3; MEKK3 PB1 HTS: 86; IMP-1 inh: -1.3

How did COc1ccccc1C(=O)N/C(=C\c1ccc(Br)cc1)C(=O)NCCCO do in these assays?
FID counter: -15; NS3 helicase inh: 7; SUMO HTRF inh: 10; PHOSPHO1 inh: 41; p-CIP stab down: -20; VIM-2 inhibitor: -1.9; IDE cell activ: 3; MEKK3 PB1 HTS: 98; IMP-1 inh: -0.7

Results for CCc1ccccc1NC(=O)c1nnn(CC(=O)Nc2cccc(C)c2)c1N ?
FID counter: -9; NS3 helicase inh: -3; SUMO HTRF inh: 0; PHOSPHO1 inh: 40; p-CIP stab down: -18; VIM-2 inhibitor: -0.9; IDE cell activ: -4; MEKK3 PB1 HTS: 103; IMP-1 inh: -4.1

Source: PubChem BioAssay (several laboratories)
